High-throughput results from PubChem.
N370S GC mod – N370S glucocerebrosidase modulation, Gaucher chaperone candidate; P04062; 0.092% of 330,000 active; Potency, µM (doses to about 59.4 µM), inactives show top-dose activity change, negative = inhibition, actives largely listed as inhibitors; AID 2101; N370S GC spleen homogenate, 4MU-glucoside fluorescence; active means well fitted inhibition curve with a large enough effect; inconclusive means small, poorly fitted or top-dose-only effect, or effect the other way, or another doubt; inactive means no such curve, though single readings can be large or run the other way;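 further: 0% = full enzyme activity and -100% = no enzyme basal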
* hit, by the source's call; u = inconclusive; & = joins results of further samples; [ ] = dose if it differs, or a comment. Potency means the concentration at half of the fitted maximal effect. This is a subset, so the mix of outcomes need not match the whole.

| mol | N370S GC mod |
| --- | --- |
| CC(C)[C@H](NC(=O)[C@H](CCC(N)=O)NC(=O)CNC(=O)[C@@H]1CCCN1C(=O)[C@H](Cc1ccc(O)cc1)NC(=O)CN)C(=O)O | -3.1% |
| CCc1nn(CC(=O)NCCCN(CC)c2cccc(C)c2)c(=O)c2cc3occc3n12 | -14.2% |
| Cc1cc(C(=O)OCC(=O)c2ccc(Br)s2)c(C)o1 | 7.0% |
| CCC(=O)O[C@@]1(C(=O)CCl)C(C)CC2C3CCC4=CC(=O)C=C[C@@]4(C)[C@]3(F)C(O)C[C@]21C (stereo not given in full) | 12.6% |
| COc1ccc(CCN2CCC[C@H](CN3CCc4cc(OC)c(OC)cc4CC3=O)C2)cc1OC | -6.6% |
| Cn1c(SCCSc2nnc(-c3ccccc3)n2C)nnc1-c1ccccc1 | 2.0% |
| O=C1CCc2cc(S(=O)(=O)N3CCC(C(=O)NCc4ccccn4)CC3)ccc2N1 | -2.3% |
| O=C(O)c1ccccc1OS(=O)(=O)O | -5.6% |
| CCCCCCCC1Cc2ccccc2C(C(C(=O)OC)C(=O)OC)N1C(=O)OC (stereo not given) | -14.0% |
| OCC1OC(O)C(O)C(O)C1O (stereo not given) | -6.8% |
| COC(=O)C/C=C\[C@H](C)[C@H](CO)NS(=O)(=O)c1ccc(C)cc1 | 11.5%[12.8 µM] |
| Cc1cccc(C(=O)N2CCc3cc(-c4nc(NC(=O)Cn5nnc6ccccc6c5=O)sc4C)ccc32)c1 | -8.6% |
| CNC(=O)[C@@]1(C)C=C[C@@H](Cc2ccccc2)N1C(C)=O | -11.8% |
| COc1ccc(O[C@H]2C=C[C@@H](c3ccccc3)O[C@@H]2COC(=O)CC/C(C)=N/O[C@H](C)c2cn([C@@H]3COC[C@H]3O)nn2)cc1 | -22.8% |
| CCS(=O)(=O)C1=NN2C(=N)/C(=C\c3ccc(OS(=O)(=O)c4ccccc4)c(OC)c3)C(=O)N=C2S1 | -1.8% |
| COc1cc(C(=O)O[C@@H]2CC3CC[C@]2(C)C3(C)C)ccc1O | 3.2% |
| CC[C@H](C)[C@H](N)C(=O)N[C@H]1CCC(=O)NCC(C(=O)N[C@@H](Cc2ccc(O)cc2)C(=O)N[C@@H](CCCNC(=N)N)C(=O)N[C@@H](CC(C)C)C(=O)N[C@@H](CCCNC(=N)N)C(=O)N[C@@H](Cc2ccc(O)cc2)C(N)=O)NC(=O)[C@@H]2CCCN2C(=O)[C@@H](NC(=O)[C@@H](N)[C@@H](C)CC)CCC(=O)NCC(C(=O)N[C@@H](Cc2ccc(O)cc2)C(=O)N[C@@H](CCCNC(=N)N)C(=O)N[C@@H](CC(C)C)C(=O)N[C@@H](CCCNC(=N)N)C(=O)N[C@@H](Cc2ccc(O)cc2)C(N)=O)NC(=O)[C@@H]2CCCN2C1=O (stereo not given in full) | -7.6% |
| O=C(N=Nc1ccc(NOC(=O)c2ccccc2Br)cc1)c1ccccc1O | -17.7% |
| CC12C(=O)N(c3ccc(C(=O)N4CCOCC4)cc3)C(=O)C1C1c3ccccc3C2c2ccccc21 (stereo not given) | -5.2% |
| CC(C)=CCC/C(C)=C/CC/C(C)=C/CSCC(=O)O | -6.3%&9.9%&8.7% |
| COc1ccc(Nc2nc3ccc(C)cc3n3cnnc23)cc1Cl | 1.8% |
| COc1ccc([C@H]2OCC3C2CO[C@@H]3c2ccc(OC)c(OC)c2)cc1OC (stereo not given in full) | -13.2% |
| COCC(=O)Nc1cc(Cl)ccc1C(F)(F)F | -0.8% |
| CCn1c2ccccc2c2nnc(SCc3cc(=O)n4ccsc4n3)nc21 | 0.1% |
| COC(=O)C1=C(C(=O)OC)[C@@H]2Nc3ccccc3[C@@]23C[C@@H](C(=O)OC)N(S(=O)(=O)c2ccc(C)cc2)C3=N1 | 1.2%[12.8 µM] |
| CO[Si](CCCNCCC[Si](OC)(OC)OC)(OC)OC | 10.8% |
| O=C1c2ccccc2C(=O)N1c1ccc(Cl)cc1 | 3.8% |
| COC(=O)[C@H](C)NC(=O)C/C=C\[C@@H](C)[C@@H](CO)OC | 5.6%[12.8 µM] |
| CN(C)c1nc2c(Br)c(Br)c(Br)c(Br)c2[nH]1 | -4.6% |
| COC(=O)c1[nH]c2ccc(C)cc2c1NC(=O)CCN1CCN(C2CCCCC2)CC1 | -0.5% |
| CC(C(=O)NCc1ccccc1)N(CCN1CCOCC1)C(=O)c1snc(C(N)=O)c1N (stereo not given) | -6.1% |
| CSc1ccc(C2c3[nH]c4ccccc4c3CCN2C(=O)c2cc(C)n(C)n2)cc1 (stereo not given) | 0.4% |
| CC1=C(C(=O)OCC(Br)(Br)Br)C(c2ccc(Br)cc2)NC(=O)N1CCCC(=O)O (stereo not given) | 10.0% |
| COc1ccc([N+](=O)[O-])cc1N | -5.5% |
| Cc1nc(NC(=O)c2ccccc2)sc1-c1csc(Nc2ccc(Cl)cc2)n1 | -6.2% |
| CCCc1nc2sc3ccccc3c(=O)c2c(=O)n1CCOC | 4.8% |
| CCC(=O)[C@]12O[C@@]3(C4C(=O)OCCC41)N(CC)C(C)=C(C(=O)OC)C(c1ccccc1)N3C2=O (stereo not given in full) | 20.3%[12.8 µM] |
| COCn1c2ccccc2c2nnc(C(=O)O)nc21 | -13.8%[12.8 µM] |
| COc1ccc(OC)c(C2=Nn3c(nnc3-c3ccccc3O)SC2)c1 | 0.4% |
| COC(=O)/C(Cc1cc(Br)c(OC)c(Br)c1O)=N/O | 8.3% |
| O=[N+]([O-])c1cccc(N=Cc2sc3ccccc3c2O)c1 | 14.3% |
| C/C=C\C1=C(CO)C(=O)C2O[C@]2(CC=C(C)C)C1=O (stereo not given in full) | -7.8%[12.8 µM] |
| CC12CC3OS(=O)OC3CC3C4C(C(OCc5ccccc5)C31)C42 (stereo not given) | -3.5%[12.8 µM] |
| COC(=O)NC(CC(C)=O)c1cccc(F)c1 (stereo not given) | 8.3%[12.8 µM] |
| COc1cccc(C2C(C(=O)c3sc(C)nc3C)=C(O)C(=O)N2CCN(C)C)c1OC (stereo not given) | -7.7% |

Among those listed so far, three have an NH in an aromatic ring:
| mol | N370S GC mod |
| --- | --- |
| CN(C)c1nc2c(Br)c(Br)c(Br)c(Br)c2[nH]1 | -4.6% |
| COC(=O)c1[nH]c2ccc(C)cc2c1NC(=O)CCN1CCN(C2CCCCC2)CC1 | -0.5% |
| CSc1ccc(C2c3[nH]c4ccccc4c3CCN2C(=O)c2cc(C)n(C)n2)cc1 (stereo not given) | 0.4% |

Given field by field: part of the list above
canonical_smiles: COc1ccc(OC)c(C2=Nn3c(nnc3-c3ccccc3O)SC2)c1
  N370S GC mod: 0.4%
canonical_smiles: COC(=O)/C(Cc1cc(Br)c(OC)c(Br)c1O)=N/O
  N370S GC mod: 8.3%
canonical_smiles: O=[N+]([O-])c1cccc(N=Cc2sc3ccccc3c2O)c1
  N370S GC mod: 14.3%

Continued.
| mol | N370S GC mod |
| --- | --- |
| Cc1cccc2cc(CN(CC3CCCO3)S(=O)(=O)c3ccccc3)c3nnnn3c12 (stereo not given) | 0.4% |
| C=CCn1c2ccccc2c(=O)c2cc(C#Cc3ccsc3)ccc21 | -10.4% |
| CCCCNC(=O)C(c1ccc(OCC(=O)OC)c(C(=O)OC)c1)N(CCOC)C(=O)CCCCCN1C(=O)NC(c2ccc(-c3ccccc3)cc2)C(C(=O)OCc2ccccc2)=C1C (stereo not given) | 2.7%&-1.8% |
| CC1=C2[C@@H]([C@H](C)CC[C@H]2/C=C(\C)C(=O)O)[C@H](O)C1 | -3.2% |
| Cc1nn(-c2ccc3nnc(Br)n3n2)c(C)c1Br | -6.5% |
| COC(=O)c1ccc(Oc2nc(NC(C)(C)C)nc(N3CCOCC3)n2)cc1 | 2.4% |
| COc1cccc([C@@H]2Oc3ccc(OC)cc3C(=O)[C@H]2OC(=O)Nc2ccc(C)c(Br)c2)c1 | 5.4% |
| CCCCCCC#Cc1cc(OC)c(OC)cc1C(N1CC(C)c2ccccc21)N1CC(C)c2ccccc21 (stereo not given) | 4.1%[12.8 µM] |
| CCCCCCCc1cc2c(cn1)C(=O)C(C)(OC(C)=O)C(O)=C2Cl (stereo not given) | 9.1% |
| O=C(O)c1ccc(O)cc1 | -0.8% |
| CC(C)c1ccc(/C=C(\NC(=O)c2ccccc2)C(=O)NCCN2CCOCC2)cc1 | u |
| O=C(N/N=C1/C[C@@H](O)[C@@H](O)[C@@H]2[C@@H]3C(=O)N(c4cccc(Oc5ccccc5)c4)C(=O)[C@H]3CC[C@H]12)OCc1ccccc1 | -3.9%[12.8 µM] |
| CCCCN(CC)S(=O)(=O)c1ccc(C(=O)Nc2nnc(-c3ccccc3Cl)o2)cc1 | -18.0% |
| COC(=O)C1=C(C)N(Cc2ccccc2)C(=NCC2CC2)N[C@H]1c1ccc(Br)cc1 | -19.3% |
| CC(OC(=O)c1ccc2ncsc2c1)C(=O)N1CCCC1 (stereo not given) | 3.8% |
| Cc1cnc(NC(=O)c2c(O)c3cccc4c3n(c2=O)CCC4)s1 | 10.6% |
| CC(C)C(=O)N1CCC2(CC1)Oc1ccc(F)cc1C(=O)C21CC(c2cccnc2)=NO1 (stereo not given) | -7.2% |
| CCOc1ccccc1NC(=O)CC1SC(=N)N(c2ccccc2)C1=O (stereo not given) | 6.3% |
| COCCN(C(=O)CSc1nnc(-c2cccc(OC)c2)n1C)c1c(N)n(Cc2ccccc2)c(=O)[nH]c1=O | -1.8% |
| C[C@H](N)C(=O)N[C@@H](Cc1ccc(F)cc1)C(=O)N[C@@H](CCCN=C(N)N)C(=O)N[C@@H](CC1CCCCC1)C(=O)N[C@@H](CCCCN=C(N)N)C(=O)N[C@@H](Cc1ccc(O)cc1)C(N)=O | -21.3% |
| CN(C)c1nc(N)c(C(=O)Nc2cccnc2)nc1Cl | 4.8% |
| CCC/C=C/C1C(=O)C2OC2C2(OCC(CC)(CC)CO2)C1CO (stereo not given) | 1.1%[12.8 µM] |
| CO[C@H]1C=CO[C@@]2(C)Oc3c(C)c(O)c4c(O)c(c5c(nc6cc(C)ccn65)c4c3C2=O)NC(=O)C(C)=CC=C[C@H](C)[C@H](O)[C@@H](C)[C@@H](O)[C@@H](C)[C@H](OC(C)=O)[C@@H]1C | -14.2% |
| Cc1ccccc1Nc1nc(-c2sc(NC(=O)c3ccccc3)nc2C)cs1 | -24.5% |
| COC(=O)c1ccc(C(NC(=O)OCc2ccccc2)/C(=C/[C@@H](C)C(=O)NCc2ccc(OC)c(O)c2)c2cccnc2)cc1 (stereo not given in full) | -2.8% |
| COc1ccc(-c2nnc3n2N=C(c2cc(OC)ccc2OC)CS3)cc1 | 7.8% |
| COCCN1C(=O)N[C@@H](c2ccc(Br)cc2)C(C(C)=O)=C1C | 0.8%&6.8% |
| CCOc1cccc(-c2nnc3sc(-c4cc(OC)c(OC)cc4OC)nn23)c1 | -2.1%[2.35 µM] |
| CCOc1ccc(N/C(=C(/C(Cl)=C(Cl)Cl)[N+](=O)[O-])n2cncn2)cc1 | -0.6% |
| CCCCCCN(C(=O)CCCCCN1C(=O)NC(c2ccc(C(F)(F)F)cc2)C(C(=O)OCc2ccccc2)=C1C)C(C(=O)NCCCC)c1ccc(OCC(=O)OC)c(C(=O)OC)c1 (stereo not given) | 5.3% |
| COC(=O)c1ccc(C(NC(=O)OCc2ccccc2)/C(F)=C/[C@@H](C)C(=O)Nc2ccc(OC)cc2)cc1 (stereo not given in full) | 2.3% |
| COc1ccc(Nc2cc(C(=O)NCc3ccco3)c3ccccc3n2)cc1 | 27.8% |
| CSc1nc(-c2ccccc2)nc(N)c1C(C)=O | 22.6% |
| COC(=O)N1C(c2ccccc2)=Cc2ccccc2C1CC(C)=O (stereo not given) | -8.4%[12.8 µM] |
| C/C=C(/C)C#N | 8.2% |
| CCc1ccc2nc(N3C(=O)c4oc5ccccc5c(=O)c4C3c3ccc(OC)c(OC)c3)sc2c1 (stereo not given) | -7.3% |
| CC(C)c1ccc(/C=C/C(=O)Nc2nn[nH]n2)cc1 | -2.9% |
| CCOC(=O)C1(Cc2cccc(Cl)c2)CCCN(C(=O)CCN2CCCC2=O)C1 (stereo not given) | -14.6% |
| N#CC1=C(N)Nc2ncnn2C1c1ccccc1 (stereo not given) | -9.2% |
| COC(=O)[C@@H](NC(=O)N1CCc2nc(-c3ccccc3)c3c(c2C1)CO[C@@H](C)C3)C(C)C | 1.4%[12.8 µM] |
| COc1ccc2[nH]c3c(c2c1)CCn1c-3nc2sc(C(=O)Nc3ccccc3)c(C)c2c1=O | -0.8% |
| Cn1c(=O)c2c(nc(SCc3cc4c(cc3Cl)OCO4)n2C)n(C)c1=O | 3.0% |
| C[C@@H](C(=O)N[C@@H](CO)Cc1ccccc1)[C@H]1C[C@]1(C)[C@H](NC(=O)OCc1ccccc1)c1ccccc1 | u |
| O=C(NNC(=O)C1C2CCC(C2)C1C(=O)O)c1ccc(Br)o1 (stereo not given) | -1.0% |
| CCNS(=O)(=O)c1ccc(C)cc1 | -1.8% |
| CCOC(=O)C(CC)(CCC(=O)OC)c1csc(Nc2ccccc2O)n1 (stereo not given) | -2.4% |
| CCCC/C=C/C(NC(=O)c1cccs1)c1ccccc1 (stereo not given) | u |
| CC(C)OC(=O)[C@@H]1CC[C@H](C)[C@@H](CCCCO)O1 | -4.4% |
| COc1ccc2nc3cc(Cl)ccc3c(NCCCN3CCN(CCCNc4c5ccc(Cl)cc5nc5ccc(OC)cc45)CC3)c2c1 | 2.1% |
| Cc1nn(S(=O)(=O)c2cccs2)c(C)c1Sc1ccccc1 | 6.1% |
| CCOC(=O)C(CCc1ccccc1)NC(C)C(=O)N1Cc2cc(OC)c(OC)cc2CC1C(=O)O (stereo not given) | -11.1% |
| S=C(NCCCc1cnc[nH]1)NCCCN(Cc1ccc(Cl)c(Cl)c1)c1ccc(Br)cn1 | 1µM* |
| Cc1nc2c(c(=O)[nH]1)CSCC2 | 0.9% |
| C/C=C/C=C/C(=O)Nc1cccc(C2=NOC3(C2)C[C@H](C(N)=O)N(C(=O)CC(c2ccccc2)c2ccccc2)C3)c1 (stereo not given in full) | -13.0% |
